Screening results as filed in PubChem.
FBW7 act = FBW7 E3 ligase activators, primary screen, biochemical, AlphaScreen, human | F-box/WD repeat-containing protein 7 (Homo sapiens), Q969H0 | normalized activity (activation), % at 26.1 µM | AlphaScreen FBW7–phospho-cyclin E peptide binding, activator screen | actives 0.13% (n = 650,000) | AID 1259310, 2017; in the data active means normalized activity above about 1.9%;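 further: purified mutant Fbw7 with reduced substrate affinity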
Target sequence (Q969H0 whole entry, looked up): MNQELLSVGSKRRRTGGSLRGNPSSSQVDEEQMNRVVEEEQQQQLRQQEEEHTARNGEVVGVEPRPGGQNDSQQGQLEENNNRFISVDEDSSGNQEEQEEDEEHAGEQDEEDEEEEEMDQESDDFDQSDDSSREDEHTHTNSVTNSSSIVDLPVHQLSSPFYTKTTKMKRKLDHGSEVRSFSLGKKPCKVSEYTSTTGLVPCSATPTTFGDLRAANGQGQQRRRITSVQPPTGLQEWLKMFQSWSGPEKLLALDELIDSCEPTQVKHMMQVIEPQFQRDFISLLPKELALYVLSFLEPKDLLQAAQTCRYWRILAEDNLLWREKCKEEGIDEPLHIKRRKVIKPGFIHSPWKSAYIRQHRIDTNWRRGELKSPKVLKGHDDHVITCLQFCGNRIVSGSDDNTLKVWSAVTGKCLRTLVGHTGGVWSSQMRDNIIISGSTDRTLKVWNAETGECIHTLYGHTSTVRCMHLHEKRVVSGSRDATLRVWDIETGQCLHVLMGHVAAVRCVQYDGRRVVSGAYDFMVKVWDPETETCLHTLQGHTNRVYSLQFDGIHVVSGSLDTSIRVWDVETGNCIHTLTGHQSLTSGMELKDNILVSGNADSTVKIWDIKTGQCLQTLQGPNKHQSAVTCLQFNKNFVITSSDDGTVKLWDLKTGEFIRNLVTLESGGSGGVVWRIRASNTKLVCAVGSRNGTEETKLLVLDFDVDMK
MITF primary = MITF inhibitors, primary screen, biochemical, AlphaScreen, human | Microphthalmia-associated transcription factor (Homo sapiens), O75030 | AlphaScreen MITF homodimerization, bead proximity signal | inhibition, % at 2.6 µM | actives 0.91% (n = 650,000) | AID 1259374, 2018; in the data active means inhibition above about 50%;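 further: 0% = vehicle wells with protein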
GPR151 ag = activators of human GPR151, primary screen, cell-based, PathHunter beta-arrestin, luminescence; G-protein coupled receptor 151 (Homo sapiens), Q8TDV0; PathHunter beta-arrestin GPR151 cells; activation, % at 11.2 µM; actives 1% (n = 650,000); in the data active means activation above about 4.9%;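 further: 0% = median of compound wells and 100% = cells with positive control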
Target sequence (Q8TDV0 whole entry, looked up): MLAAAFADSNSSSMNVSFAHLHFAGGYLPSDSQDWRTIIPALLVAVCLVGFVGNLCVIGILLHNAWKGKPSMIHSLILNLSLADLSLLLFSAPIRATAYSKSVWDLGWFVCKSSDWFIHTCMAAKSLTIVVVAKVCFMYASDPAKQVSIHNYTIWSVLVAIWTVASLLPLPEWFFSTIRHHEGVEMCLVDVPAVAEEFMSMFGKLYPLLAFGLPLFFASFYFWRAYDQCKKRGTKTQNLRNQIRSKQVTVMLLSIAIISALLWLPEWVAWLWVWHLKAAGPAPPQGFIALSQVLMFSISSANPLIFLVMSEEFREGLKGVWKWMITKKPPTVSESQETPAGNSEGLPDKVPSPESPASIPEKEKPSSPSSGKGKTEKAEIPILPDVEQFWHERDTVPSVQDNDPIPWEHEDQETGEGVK
TEAD-YAP block = TEAD-YAP interaction inhibition, primary screen, TEAD-YAP interaction inhibitor project, luminescence, HEK-TIYL cells; TEAD-Gal4/YAP UAS-luciferase luminescence; inhibition, % at 9.12 µM; actives 1.4% (n = 640,000); AID 1259422, 2018; in the data active means inhibition above about 32%;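 further: 0% = median of test compound wells and 100% = reference inhibitor wells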
Starred values were filed as active, the others as inactive. Random draw from the library (roughly 3.4% active in at least one column).

No. | molecule | TEAD-YAP block | GPR151 ag | FBW7 act | MITF primary
1 | O=C(CCCn1c(=O)[nH]c2ccsc2c1=O)NC1CCCCC1 | 7 | 0.2 | -0.1 | -18
2 | COc1ccc(S(=O)(=O)CCC(=O)NC23CC4CC(CC(C4)C2)C3)cc1 | 0 | 0.2 | -0.1 | -62
3 | Cc1nc2ccccc2c(=O)n1NCc1cc2c(cc1[N+](=O)[O-])OCO2 | -10 | -0.1 | 0.6 | -36
4 | O=C(Nc1ccc(-c2nc3ncccc3o2)cc1)c1ccc(Cl)c(Cl)c1 | -3 | 0.1 | 0.0 | -6
5 | O=C(c1cc(-c2cccc(Br)c2)nc2ccccc12)N1CCN(c2ccccc2F)CC1 | 9 | 1.4 | -0.2 | -7
6 | CC1CN(c2nc3c(c(=O)[nH]2)CCN(Cc2cccc4nccnc24)C3)CC(C)O1 (centres undefined) | 0 | 0.7 | 0.1 | 11
7 | C=C(Cl)COc1ccc2c3c(c(=O)oc2c1)CCC3 | -18 | -0.3 | 0.1 | 6
8 | O=C(CN1C(=O)NC2(CCCC2)C1=O)Nc1cccc(S(=O)(=O)N2CCOCC2)c1 | -1 | 1.7 | -0.1 | -10
9 | Cc1ccc(N2C(=O)c3cc(N4CCN(c5ccccc5)CC4)c([N+](=O)[O-])cc3C2=O)cc1 | 13 | 0.8 | 0.0 | 12
10 | CNC(=S)N=Nc1c(O)[nH]c2ccc([N+](=O)[O-])cc12 | -4 | -0.3 | -0.1 | -3
11 | COc1ccccc1-c1nc(S(=O)(=O)c2ccccc2)c(N2CCOCC2)o1 | 12 | -0.2 | 0.1 | -3
12 | C=C(C)C(=O)NC(C)(C)CCN(CC)CC | 3 | 0.1 | -0.2 | 2
13 | COc1ccccc1-n1cc(CN2CCN3C(=O)[C@@H]([C@H](C)O)NC(=O)[C@H]3C2)cn1 | -2 | 0.5 | -0.3 | -7
14 | CCCOc1ccccc1C1NC(=O)NC(C)=C1C(=O)OCCOC(C)C (centres undefined) | -1 | 0.3 | 0.9 | 22
15 | COc1ccccc1C(=O)N1CCN2C(=O)[C@H](Cc3cnc[nH]3)NC(=O)[C@H]2C1 | 8 | -0.2 | -0.1 | 13
16 | NC(=O)CN1CCC(c2ccc3c(c2)OCO3)CC1 | 6 | 0.5 | 0.4 | -2
17 | C/C(CC(=O)Nc1ccccn1)=N\NC(=O)C(=O)NCCO | -16 | -0.4 | -0.2 | -3
18 | Cc1cccc(C(=O)Nc2nc(-c3ccc(C(C)C)cc3)cs2)c1 | 0 | 0.6 | 0.1 | -3
19 | CCOC(=O)N1CCC(Nc2nc(Nc3ccccc3)nc(N3CCOCC3)n2)CC1 | -4 | 0.1 | -0.1 | -5
20 | Cc1c(C(=O)N2CCN(c3ccc(F)cc3)CC2)sc2ncn(CC(=O)N3CCCCC3)c(=O)c12 | 5 | -0.8 | 0.0 | 0
21 | O=C(CCc1nnc(Cc2ccc3c(c2)OCO3)o1)NCC1COc2ccccc2O1 (centres undefined) | -4 | -0.8 | 0.3 | 8
22 | NC(=O)c1c(/N=c2\oc3ccccc3cc2C(=O)Nc2cccc(C(F)(F)F)c2)sc2c1CCCC2 | -8 | 0.8 | -0.2 | -19
23 | Cc1ccccc1CN1CCN(c2ccccn2)CC1 | -15 | -0.7 | -0.1 | 0
24 | CCOc1ccccc1NC(=O)C1=C(C)NC(=S)NC1c1ccccc1Cl (centres undefined) | -4 | 0.5 | -0.2 | -4
25 | c1cncc(N=c2scc(-c3cccs3)n2C2CCCC2)c1 | -6 | -0.2 | 0.0 | 19
26 | O=C(c1ccncc1)N1CC[C@@H]2[C@H](CCCN2C(=O)C2(c3ccc(Cl)cc3)CCC2)C1 | -2 | 1.0 | -0.1 | -2
27 | CCC(=O)NCC(c1ccco1)N1CCN(c2ccc(OC)cc2)CC1 (centres undefined) | 1 | 0.7 | 0.1 | 0
28 | Cc1cc(NC(=O)/C=C/c2ccccc2)n(-c2nc3ccccc3n2C)n1 | 0 | -0.9 | 0.0 | -2
29 | CCOc1cccc(C2c3c(oc4ccccc4c3=O)C(=O)N2c2nncs2)c1 (centres undefined) | -6 | 0.7 | -0.1 | -8
30 | CC(=O)c1c(C)cc(C)c(COC(=O)c2ccncc2)c1C | 4 | 0.3 | 0.2 | 6

Single records, from the list above. Order of screens: TEAD-YAP block | GPR151 ag | FBW7 act | MITF primary
Entry for O=C(c1ccncc1)N1CC[C@@H]2[C@H](CCCN2C(=O)C2(c3ccc(Cl)cc3)CCC2)C1 : -2 | 1.0 | -0.1 | -2
Entry for CNC(=S)N=Nc1c(O)[nH]c2ccc([N+](=O)[O-])cc12 : -4 | -0.3 | -0.1 | -3
Entry for Cc1cc(NC(=O)/C=C/c2ccccc2)n(-c2nc3ccccc3n2C)n1 : 0 | -0.9 | 0.0 | -2

Next compounds.
No. | molecule | TEAD-YAP block | GPR151 ag | FBW7 act | MITF primary
31 | c1cnc2nc(-c3ccsc3)c(NC3CCCC3)n2c1 | 5 | 0.4 | -0.1 | 13
32 | Cc1ccc2c(c1)cc(CN(Cc1ccco1)C(=O)Nc1ccc(F)cc1)c1nnnn12 | -9 | 0.4 | 0.0 | 0
33 | O=C(Nc1nc2ccccc2s1)c1cccc(Cl)c1Cl | -82 | -1.0 | 0.0 | 0
34 | O=C(COc1ccccc1)NNC(=O)COc1ccc2ccccc2c1 | -3 | 0.3 | -0.1 | -3
35 | COc1ccc(OC)c(NC(=O)c2ccccc2F)c1 | -5 | -0.4 | -0.1 | -13
36 | COc1ccc(C2C(C(=O)OCCOc3ccccc3)=C(C)NC3=C2C(=O)CCC3)cc1OCc1ccccc1 (centres undefined) | 10 | -0.3 | 0.1 | -3
37 | Cc1cc(NS(=O)(=O)c2ccc(NC(=S)NC(=O)c3ccc(F)cc3)cc2)no1 | -2 | -0.6 | 0.1 | 5
38 | O=C(NCCOc1ccccc1)c1cccc(Nc2cccnc2)c1 | -20 | -0.3 | 0.1 | 13
39 | O=P(O)(O)CCP(=O)(c1ccccc1)c1ccccc1 | -8 | 0.6 | 0.0 | -3
40 | CC(=O)c1cccc(NC(=O)CN2C(=O)CCC2=O)c1 | 3 | -0.9 | 0.0 | -2
41 | O=C1OC(OC(=O)c2ccccc2)C(Nc2ccc(C(=O)O)cc2)=C1Cl (centres undefined) | 3 | 0.2 | -0.1 | 1
42 | CCCN(CCC)CCNC(=O)C1c2ccccc2C(=O)N(C)C1c1ccc(OC)cc1 (centres undefined) | 3 | -1.2 | 0.1 | 20
43 | CCCCOC(=O)c1cccc(NC(=O)c2ccc(Cl)cc2)c1 | -21 | 1.4 | 0.0 | -2
44 | O=C(O)c1ccccc1C(=O)NCCc1ccc(Cl)cc1 | -22 | -1.7 | 1.1 | 20
45 | CCCOc1cccc(C(=O)Nc2ccc(Br)cc2C(=O)O)c1 | 0 | -0.3 | -0.1 | -4
46 | C[C@H]1C(=O)N2CCN(Cc3ccccc3)C[C@@H]2C(=O)N1C | -4 | -1.1 | 0.6 | 15
47 | CC(C)CC(NC(=O)c1ccccc1)C(=O)N/N=C/C=C\c1ccccc1 (centres undefined) | 2 | 1.9 | -0.1 | -13
48 | CC(C)CCN(C(=O)c1csnn1)C(C(=O)NC(C)(C)C)c1cccs1 (centres undefined) | -2 | -0.4 | 0.0 | 7
49 | CCOC(=O)c1ccc(NC(=O)CSc2nc(NCc3ccc(Cl)cc3)c3ccccc3n2)cc1 | -7 | -0.9 | -0.1 | 22
50 | O=C(Nc1cccc(NC(=O)c2cccnc2Cl)c1)c1ccccc1Cl | 0 | -0.2 | 0.0 | 2
51 | CC(=O)Nc1ccccc1C(=O)N1CCN(c2cccc(Cl)c2)CC1 | 0 | 0.2 | -0.1 | 8
52 | COc1ccc(C2C(C#N)=C(N)N(c3ccc(C)cc3)C3=C2C(=O)CCC3)cc1OC (centres undefined) | 18 | 1.9 | 0.0 | 16
53 | C/C=C/C(=O)Oc1ccccc1/C=C1/N=C(c2ccc(Cl)cc2)OC1=O | 36* | -0.7 | 0.0 | 19
54 | CC(C(=O)O)N(c1ccccc1)S(C)(=O)=O (centres undefined) | 16 | 0.2 | 0.1 | -14
55 | Cc1ccc(C)c(CN[C@H]2C[C@H]3C(=O)N[C@H](C(C)C)C(=O)N3C2)c1 | 0 | 0.2 | -0.1 | 10
56 | CCOC(=O)c1ccc(NC(=O)CN2C(=O)C(CC)SC(CC)C2=O)cc1 (centres undefined) | 2 | 6.4* | 0.2 | 9
57 | COC(=O)c1cc(NC(=O)c2cc(OC)c(OC)cc2[N+](=O)[O-])cc(C(=O)OC)c1 | -11 | -1.0 | 0.0 | -7
58 | CC(=O)Oc1ccc(C2CC(=O)Nc3cc4c(cc32)OCCO4)cc1 (centres undefined) | 5 | -0.8 | 0.4 | 8
59 | O=C(Nc1cccc([N+](=O)[O-])c1)c1cccnc1 | 3 | 0.2 | 0.1 | -8
60 | O=C(CC1SC(=Nc2ccccc2)N(c2ccccc2)C1=O)Nc1cccc(C(=O)O)c1 (centres undefined) | 11 | 0.0 | 0.1 | 36

No. | molecule | TEAD-YAP block | GPR151 ag | FBW7 act | MITF primary
61 | CC(=O)n1nc(C)c2c(-c3ccccc3)c3cc(Br)ccc3nc21 | 8 | 0.3 | 0.0 | -3
62 | COc1ccc(/C(C)=N/N=C(\C)c2ccc(OC)cc2OC)c(OC)c1 | 0 | -0.1 | 0.0 | -3
63 | N#Cc1ccc(OCC(O)CN2CCN(c3cccc(C(F)(F)F)c3)CC2)cc1 (centres undefined) | 1 | 1.5 | 0.2 | 14
64 | COc1ccc(CNC(=O)Cn2c(=O)oc3ccccc32)cc1OC | 8 | -0.3 | 0.8 | 39
65 | CCCN1C(=O)C(C)(C)COc2cc(NC(=O)NCc3ccc(F)cc3)ccc21 | -1 | 0.2 | 0.1 | -2
66 | Cc1cc(C)c2nc(N3CCC(C(=O)N4CCC5(CC4)OCCO5)CC3)sc2c1 | -1 | 1.5 | 0.0 | -6
67 | CC(C)CCOc1ccc(C(=O)NNC(=O)CNC(=O)c2ccccc2F)cc1 | 4 | -0.4 | 0.0 | 5
68 | CCN(CC)S(=O)(=O)c1ccc(C(=O)Nc2ccccc2C(N)=O)cc1 | -22 | -1.6 | -0.1 | 1
69 | COC(=O)Cn1cc(S(=O)(=O)NCc2ccco2)c2cc([N+](=O)[O-])ccc21 | -16 | -0.4 | -0.1 | -8
70 | C=C(C)CNC(=S)N/N=C/C(C)c1ccccc1 (centres undefined) | -6 | -0.9 | 0.0 | 15
71 | CC(=O)c1cccc(NC(=O)CN2CCOCC2)c1 | 8 | 0.4 | -0.1 | -13
72 | CCCCCOc1ccc(Cn2c3ccccc3c3nc4ccccc4nc32)cc1 | 12 | 0.6 | 0.3 | -5
73 | CCC(C)NC(=O)c1cc2c(=O)n3ccccc3nc2s1 (centres undefined) | -21 | 2.6 | 0.2 | 13
74 | COc1cc(CNCCN(C)C)cc(OC)c1OC | 3 | -0.6 | 0.0 | -10
75 | O=C(O)CCN1C(=O)Cc2ccccc2C1=O | 3 | -1.4 | 0.4 | 15
76 | C/C(CC(=O)NCc1ccco1)=N\NC(=O)c1ccc(Cl)cc1Cl | -9 | -0.8 | 0.0 | 6
77 | O=C(Cn1cc(-c2nnc(-c3ccccc3)o2)c2ccccc21)Nc1ccccc1 | 0 | -1.5 | 0.1 | -2
78 | CC(=O)c1c(C)[nH]c(C(=O)COC(=O)c2ccc(N3CCC(C)CC3)c([N+](=O)[O-])c2)c1C | 9 | 0.0 | 0.1 | 5
79 | COc1ccc(/C=C/C(=O)c2c(C)[nH]c3ccccc3c2=O)cc1 | 31 | 2.6 | 0.0 | 3
80 | CCC1CCC(c2ccc(C3=N/C(=C/c4ccc(OC)cc4OC)C(=O)O3)cc2)CC1 (centres undefined) | 6 | -0.7 | 0.3 | 15
81 | COc1ccc(NC(=O)CSc2cccc3cccnc23)c([N+](=O)[O-])c1 | 10 | 0.2 | -0.1 | 0
82 | C/C(=N\Nc1ccccn1)c1ccc(OC(F)F)cc1 | -40 | 0.4 | -0.3 | 12
83 | O=C(COc1ccccc1)Nc1nnc(-c2ccc3c(c2)CCCC3)o1 | -24 | -1.3 | -0.1 | 4
84 | O=C(Nc1ccc2oc(-c3ccncc3)nc2c1)c1ccccc1Cl | -40 | 0.2 | -0.1 | -23
85 | COc1ccc(C(=O)O/N=C(\N)Cc2ccc(Cl)cc2)cc1OC | 13 | -0.8 | 0.2 | 5
86 | COCCn1c(NC(=O)c2cccc([N+](=O)[O-])c2)c(C#N)c2nc3ccccc3nc21 | 9 | -1.6 | 0.0 | 19

Some of the entries above, reformatted.
62: COc1ccc(/C(C)=N/N=C(\C)c2ccc(OC)cc2OC)c(OC)c1
  TEAD-YAP block: 0	GPR151 ag: -0.1	FBW7 act: 0.0	MITF primary: -3
63: N#Cc1ccc(OCC(O)CN2CCN(c3cccc(C(F)(F)F)c3)CC2)cc1 (centres undefined)
  TEAD-YAP block: 1	GPR151 ag: 1.5	FBW7 act: 0.2	MITF primary: 14
64: COc1ccc(CNC(=O)Cn2c(=O)oc3ccccc32)cc1OC
  TEAD-YAP block: 8	GPR151 ag: -0.3	FBW7 act: 0.8	MITF primary: 39
65: CCCN1C(=O)C(C)(C)COc2cc(NC(=O)NCc3ccc(F)cc3)ccc21
  TEAD-YAP block: -1	GPR151 ag: 0.2	FBW7 act: 0.1	MITF primary: -2
